# High-throughput results deposited in PubChem by Vanderbilt University.
# GIRK2 act = Activators of human GIRK2-containing channels; P48051; HEK293 GIRK2/NPY4 cells, thallium flux fluorescence; activation (% efficacy), % for hits at 37.5 µM; 34,000 tested, under 10 active; AID 1259324;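 active = primary screen hit, no activity in plain HEK293 cells, and in GIRK2-only cells above 5% efficacy rising with concentration; inactive = the rest, including fluorescent compounds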;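 also: efficacy is normalized control-subtracted fluorescence 15 s after thallium addition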
# Target sequence (P48051 whole entry, looked up): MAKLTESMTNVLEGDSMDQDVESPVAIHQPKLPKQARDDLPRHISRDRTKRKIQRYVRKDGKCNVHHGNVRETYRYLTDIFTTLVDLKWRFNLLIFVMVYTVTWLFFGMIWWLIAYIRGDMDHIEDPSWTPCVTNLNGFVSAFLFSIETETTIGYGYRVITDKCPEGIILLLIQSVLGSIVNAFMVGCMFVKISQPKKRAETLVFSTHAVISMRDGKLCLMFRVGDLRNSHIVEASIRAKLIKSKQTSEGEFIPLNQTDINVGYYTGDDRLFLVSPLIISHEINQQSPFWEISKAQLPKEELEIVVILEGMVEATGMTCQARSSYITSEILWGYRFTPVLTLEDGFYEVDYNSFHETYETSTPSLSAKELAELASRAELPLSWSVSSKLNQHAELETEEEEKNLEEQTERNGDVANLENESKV
# Calls only; i = inactive.
SMILES | GIRK2 act
Cn1cnc2cc(OC(=O)c3ccc(=O)[nH]n3)ccc21 | i
CSc1ccccc1CN1CCC(CNC(=O)c2cc(=O)c3ccccc3o2)CC1 | i
O=C(c1nc(-c2cnccn2)no1)N1CCC(Cc2ccccc2)CC1 | i
COc1ccc(OC)c(S(=O)(=O)Nc2ccc(C)c(N3CCCCC3=O)c2)c1 | i
O=C(c1ccc2c(=O)nc3c(-c4ccccc4F)n[nH]n3c2c1)N1CCN(c2ccccc2)CC1 | i
COc1ccc(S(=O)(=O)NCC(c2ccsc2)N2CCc3ccccc3C2)cc1C (stereo not drawn) | i
O=C(NCC(c1cccs1)N1CCOCC1)c1cccs1 (stereo not drawn) | i
Cc1ccc(C(CNC(=O)c2ccc(C)c(C)c2)N2CCOCC2)cc1 (stereo not drawn) | i
CCOc1ccc(C)cc1S(=O)(=O)Nc1ccc2c(c1)N(C(=O)C(C)(C)C)CC2 | i
CC(=O)c1cccc(NC(=O)Cn2cc(-c3ccccc3)c(N3CCOCC3)n2)c1 | i
COCCN1CCC(CNS(=O)(=O)c2ccc(F)c(Cl)c2)CC1 | i
CCCc1nnc(NC(=O)CSc2ccc(NC(=O)c3ccco3)nn2)s1 | i
Cc1c(Cl)cccc1S(=O)(=O)NCC1CCN(C(=O)Oc2ccccc2)CC1 | i
Cc1ccnc(OCC(N)=O)n1 | i
COCCNC(=O)C(=O)Nc1c2c(nn1-c1ccc(C)cc1C)CS(=O)(=O)C2 | i
COC(=O)c1ccc(NC(=O)Cc2csc(Nc3ccccc3)n2)cc1 | i
COc1ccc(NC(C)=O)cc1NS(=O)(=O)CCOc1ccc(F)cc1 | i
O=C(Cn1c(=O)n(Cc2cccs2)c(=O)c2ncccc21)NC1CCCCC1 | i
COc1ccc(C(CNC(=O)C(=O)Nc2ccc(C)cc2[N+](=O)[O-])N2CCOCC2)cc1 (stereo not drawn) | i
COc1cc(OC)cc(C(=O)N(CCCn2ccnc2)c2nc3ccccc3s2)c1 | i
COCCNC(=O)Cc1ccc(NC(=O)c2ccco2)cc1 | i
Cc1nc(NC(=O)c2ccc(S(=O)(=O)N(C)Cc3ccccc3)cc2)sc1C | i
O=C(c1ccco1)N1N=C(c2ccco2)CC1c1cccc([N+](=O)[O-])c1 (stereo not drawn) | i
CC(C)c1ccc(NC(=O)N2CCN(c3ccc(-c4ccco4)nn3)CC2)cc1 | i
COc1cn(CC(=O)Nc2cccc(C)c2)c(CSc2ccc(F)cc2)cc1=O | i
COc1ccc(C(=O)CC2OC(=O)c3ccccc32)cc1OC (stereo not drawn) | i
COc1ccc(S(=O)(=O)N2CCCC2C(=O)Nc2nnc(-c3cc(C)nn3C)o2)cc1 (stereo not drawn) | i
Cc1cc(C)n(-c2nc3c(c(=O)n2CC(=O)N(C)c2ccccc2)CCC3)n1 | i
CSc1ccccc1NC(=O)CCCn1nc(-c2ccc(Cl)cc2)ccc1=O | i
O=C(Nc1ccc(F)c(Cl)c1)C(=O)NC1CCCCC1 | i
CCOC(=O)CCC(=O)Nc1ccc2c(c1)CCCN2C(=O)c1ccccc1 | i
CC(C)(C)NC(=O)N1CCC(CNC(=O)c2ccccc2F)CC1 | i
CCOc1ccc(NC(=O)c2sccc2S(=O)(=O)N2CCN(c3ccccc3F)CC2)cc1 | i
Cc1cc(C(=O)NCC(c2ccsc2)N(C)C)no1 (stereo not drawn) | i
CC(C)CS(=O)(=O)NCC1CCN(c2ncccn2)CC1 | i
COc1ccc(S(=O)(=O)Nc2ccc(C)c(N3CCCC3=O)c2)c(OC)c1 | i
COCCN1CCC(CNC(=O)CN2C(=O)c3ccccc3C2=O)CC1 | i
O=S(=O)(NCC1CCN(c2ccccn2)CC1)c1ccc(F)c(Cl)c1 | i
O=C(NCC(=O)N1CCOC(c2ccccc2)C1)c1c(F)cccc1F (stereo not drawn) | i
CCc1ccc(S(=O)(=O)N2CCN(c3ccc4nnc(-c5ccco5)n4n3)CC2)cc1 | i
CCN(CC)c1ccc(N2CCN(C(C)=O)CC2)nn1 | i
CCOc1ccc(C(=O)Nc2ccc(N3CCCC3=O)c(OC)c2)cc1 | i
Cc1cc(NC(=O)C(C)Oc2ccccc2)n(-c2nc3c(cnn3-c3cccc(Cl)c3)c(=O)[nH]2)n1 (stereo not drawn) | i
Cc1cc(NC(=O)CN2CC(c3nc(-c4cccc(C(F)(F)F)c4)no3)C2)no1 | i
Cc1cc(C)c(NC(=O)CSc2nccnc2N2CCSCC2)c(C)c1 | i
COc1ccc(CC(=O)N2CCN(c3nccn3C)CC2)cc1 | i
CCCNC(=O)C(=O)NCC1CCN(C)CC1 | i
O=C(CCCc1ccccc1)N1CCC2(CC1)NC(=O)N(Cc1ccc(F)cc1)C2=O | i
COc1ccccc1CNC(=O)c1ccc(S(=O)(=O)c2ccc(C)c(C)c2)nc1 | i
CC(O)(CNC(=O)C(=O)NCc1cccs1)c1ccc(-c2ccccc2)cc1 (stereo not drawn) | i

# New compounds follow
SMILES | GIRK2 act
CS(=O)(=O)NCC1CCN(c2ccccn2)CC1 | i
COC(=O)C1=C(NC(=O)c2ccc(C(C)(C)C)cc2)CCS1 | i
CCOc1ccc(C(=O)NCC2CCN(Cc3ccco3)CC2)cc1OCC | i
COc1cc(Cl)c(C)cc1NC(=O)c1ccccc1Cl | i
COc1ccc(OC)c(NC(=O)CSc2cc(N3CCN(c4ccccc4F)CC3)ncn2)c1 | i
CN(C)c1nn(CC(=O)Nc2ccc3c(c2)OCCO3)cc1-c1ccc(Cl)cc1 | i
O=C(Nc1cccnc1)c1csc(Nc2cccc(Cl)c2)n1 | i
O=C(Nc1ccc(N2CCCC2=O)cc1)C1CCCC1 | i
CS(=O)(=O)c1cccc(C(=O)Nc2ccc3scnc3c2)c1 | i
CC(=O)Nc1ccc(C(=O)NCCNC(=O)C(C)Oc2ccc(Cl)cc2Cl)cc1 (stereo not drawn) | i
CCOc1ccc(NC(=O)Cn2cc(-c3ccc(C)cc3)c(N3CCOCC3)n2)cc1 | i
Cc1nn(C2CCS(=O)(=O)C2)c2nc(-c3ccccc3)cc(C(=O)N3CCc4ccccc4C3)c12 (stereo not drawn) | i
Cc1ccc(NC(=O)Cn2cc(-c3ccccc3)c(N3CCOCC3)n2)cc1C | i
Cc1cc(NC(=O)c2ccc(C(C)(C)C)cc2)n(C)n1 | i
O=C(NCc1ccc(F)cc1)c1ccc(C2Nc3cc(C(F)(F)F)ccc3S(=O)(=O)N2)cc1 (stereo not drawn) | i
CCN(CC)C(=O)Cn1c(C2CC(=O)N(c3ccc(C)cc3)C2)nc2ccccc21 (stereo not drawn) | i
CCn1nnc2c(SCC(=O)Nc3ccc4c(c3)OCO4)ncnc21 | i
COc1ccc(CNC(=O)CN2C(=O)c3ccccc3S2(=O)=O)cc1 | i
Cc1ccc(C)c(CSC2=NCCN2)c1 | i
CCn1nnc2c(N3CCN(c4cccc(Cl)c4)CC3)ncnc21 | i
COc1ccc(OC)c2sc(N(Cc3ccncc3)C(=O)/C=C/c3cccs3)nc12 | i
COc1ccc(C(=O)NCc2nnc(SC)n2C2CCCCC2)cc1 | i
CCCCCNC(=O)c1snc(C(=O)N2CCCC2)c1N | i
O=C(c1ccsc1)N(CCc1ccccc1)Cc1ccccn1 | i
CCc1nnc2ccc(N3CCN(S(=O)(=O)CCc4ccccc4)CC3)nn12 | i
COC(=O)c1sccc1S(=O)(=O)NC1CCCC(O)C1 (stereo not drawn) | i
O=S(=O)(NCC(O)C1CCCCC1)c1ccc(OC(F)(F)F)cc1 (stereo not drawn) | i
O=S(=O)(NC1CCCC(O)C1)c1c(F)cccc1F (stereo not drawn) | i
Cn1nccc1C(=O)Nc1ccccc1S(C)(=O)=O | i
Cc1nc(NCc2ccco2)nc(N2CCCCC2)c1[N+](=O)[O-] | i
CC(=O)Nc1cc([N+](=O)[O-])ccc1O | i
CCOc1ccc(CCNC(=O)Cn2cnc3c(sc4cccc(Cl)c43)c2=O)cc1OCC | i
Cc1cc(F)ccc1S(=O)(=O)NCC1CCN(C(=O)Oc2ccccc2)CC1 | i
COCCCn1c(C(=O)NCC2COc3ccccc3O2)cc2c(=O)n(C)c(=O)n(C)c21 (stereo not drawn) | i
O=C(NCCC1=CCCCC1)C(=O)NCC1CCN(c2ncccn2)CC1 | i
CC(C)(C)NC(=O)N1CCC(CNC(=O)C(=O)Nc2cc(F)ccc2F)CC1 | i
COc1ccc(CC(=O)NCCCn2nc(-c3ccc(Cl)cc3)ccc2=O)cc1OC | i
CCc1ccccc1Nc1ncnc2c1nnn2CC | i
CC(O)(CNS(=O)(=O)c1c(F)cccc1F)c1ccc2c(c1)OCO2 (stereo not drawn) | i
O=C(Nc1ccc2ncsc2c1)c1ccc2c(c1)CCCC2 | i
COc1ccc(S(=O)(=O)CCCC(=O)Nc2sc3c(c2C(N)=O)CCCC3)cc1 | i
O=C(/C=C/c1cccs1)N1CCN(c2ccc(-c3cccnc3)nn2)CC1 | i
COc1ccc(NC(=O)c2ccccc2NS(=O)(=O)c2ccc(F)cc2)c([N+](=O)[O-])c1 | i
Cc1cc(S(=O)(=O)N2CCC(c3nnc(C(C)C)o3)CC2)c(Cl)cc1Cl | i
CCOC(=O)c1nnn(CC(=O)Nc2ccc(C(=O)OC)cc2)c1C(=O)OCC | i
COc1ccc(S(=O)(=O)N2CCC(C(=O)Nc3nccs3)CC2)cc1 | i
COc1ccc(Cc2nnc(SCC(=O)Nc3cc(C)ccc3OC)n2N)cc1 | i
COc1cccc(OC)c1C(=O)Nc1cccc(-n2c(C)nc3ccccc3c2=O)c1 | i
COc1ccc(S(=O)(=O)c2cc3cc(Br)ccc3oc2=O)cc1 | i
COc1ccc(-c2nc3nc(-c4ccc(OC)cc4OC)cc(C(=O)O)c3[nH]2)cc1 | i

# 2 of these compounds in a different format.
> COC(=O)c1sccc1S(=O)(=O)NC1CCCC(O)C1 (stereo not drawn)
- GIRK2 act = i

> O=C(NCCC1=CCCCC1)C(=O)NCC1CCN(c2ncccn2)CC1
- GIRK2 act = i

# Remaining list, next part
SMILES | GIRK2 act
CS(=O)(=O)N1CCCC1C(=O)Nc1sc(-c2ccccc2)cc1C(N)=O (stereo not drawn) | i
COC(=O)c1ccc(-c2csc(NC(=O)C3CCCN3S(C)(=O)=O)n2)cc1 (stereo not drawn) | i
COc1ccc(Cc2nnc(C3CCN(C(=O)/C=C/c4ccco4)CC3)s2)cc1 | i
COCc1cc(=O)[nH]c2cc(NC(=O)c3ccc(S(=O)(=O)N4CCCC4)cc3)ccc12 | i
CC(C)C(=O)N1CCCc2ccc(NC(=O)C(=O)NCc3cccs3)cc21 | i
COC(=O)c1sccc1S(=O)(=O)NCC1CCN(C(=O)/C=C/c2ccco2)CC1 | i
CCOc1ccc2ccccc2c1C(=O)Nc1ccc(CC(=O)N2CCCC2)cc1 | i
CS(=O)(=O)N1CCCc2ccc(NC(=O)C(=O)NCCO)cc21 | i
O=c1[nH]nc(SCc2cc(=O)n3ccccc3n2)n2nc(-c3ccc(F)cc3)cc12 | i
O=C(Nc1ccc(Cl)cc1Cl)c1ccc(=O)n(Cc2cccc([N+](=O)[O-])c2)c1 | i
O=C(NCCn1nc(-n2cccn2)ccc1=O)c1ccccc1Cl | i
COc1ccc(CNC(=O)C(=O)Nc2ccc(F)c([N+](=O)[O-])c2)cc1 | i
COc1ccc(S(=O)(=O)CCC(=O)Nc2nc3c(s2)COc2ccccc2-3)cc1 | i
O=C(NCCn1nc(-c2ccc(Cl)cc2)ccc1=O)NC1CCCCC1 | i
O=C(c1ccc(F)cc1)N1CCc2cc(S(=O)(=O)NC3CCCC3)ccc21 | i
Cc1ccc(S(=O)(=O)N2CCN(c3ncnc4c3nnn4C)CC2)c(C)c1 | i
Cn1cccc1C(O)CNC(=O)Nc1cccc(C(F)(F)F)c1 (stereo not drawn) | i
CCn1nc(C)cc1C(=O)Nc1nc(-c2ccc(C(C)C)cc2)cs1 | i
CCNC(=O)C1Cc2ccccc2N1C(=O)c1ccc(S(=O)(=O)N2CCOCC2)cc1 (stereo not drawn) | i
COc1cccc2sc(NC(=O)C3CCN(S(=O)(=O)c4ccc(F)cc4)CC3)nc12 | i
CCCCc1ccc(NC(=O)Cn2cnc3c(nnn3C)c2=O)cc1 | i
COCC(=O)N1CCCc2ccc(NC(=O)c3ccsc3)cc21 | i
COc1ccccc1CCNC(=O)Cc1cc(-c2cccs2)on1 | i
Cn1ccnc1N1CCN(CC(=O)NCc2ccccc2Cl)CC1 | i
O=C(NCCc1c[nH]c2ccccc12)C1CN(C(=O)c2cnccn2)C1 | i

# By substructure: the compounds so far with an NH in an aromatic ring (7)
SMILES | GIRK2 act
Cn1cnc2cc(OC(=O)c3ccc(=O)[nH]n3)ccc21 | i
O=C(c1ccc2c(=O)nc3c(-c4ccccc4F)n[nH]n3c2c1)N1CCN(c2ccccc2)CC1 | i
Cc1cc(NC(=O)C(C)Oc2ccccc2)n(-c2nc3c(cnn3-c3cccc(Cl)c3)c(=O)[nH]2)n1 (stereo not drawn) | i
COc1ccc(-c2nc3nc(-c4ccc(OC)cc4OC)cc(C(=O)O)c3[nH]2)cc1 | i
COCc1cc(=O)[nH]c2cc(NC(=O)c3ccc(S(=O)(=O)N4CCCC4)cc3)ccc12 | i
O=c1[nH]nc(SCc2cc(=O)n3ccccc3n2)n2nc(-c3ccc(F)cc3)cc12 | i
O=C(NCCc1c[nH]c2ccccc12)C1CN(C(=O)c2cnccn2)C1 | i

# Other records follow:
SMILES | GIRK2 act
COc1ccc(S(=O)(=O)NCCNc2cc(-n3nc(C)cc3C)ncn2)c(C)c1C | i
O=C(NCC1CCN(C(=O)c2ccccc2F)CC1)C(=O)Nc1ccon1 | i
Cn1cccc1C(CNC(=O)c1ccc(F)cc1)N1CCOCC1 (stereo not drawn) | i
COC(=O)Nc1nc(CC(=O)NC2CCN(Cc3ccccc3)CC2)cs1 | i
O=C(NC(c1ccccc1)c1ccccc1)N(Cc1ccsc1)Cc1ccccn1 | i
O=C(Cc1ccc(NS(=O)(=O)c2cccs2)cc1)N1CCOCC1 | i
Cc1cccc(NC(=O)c2ccc(=O)n(Cc3cccc(Cl)c3)c2)c1C | i

# Some of the compounds tested, so the mix of outcomes need not match the whole.
